# ELG1 genotox = inducers of genotoxicity in HEK293T ELG1-luciferase cells; Potency, µM (doses to about 46 µM), for the others: at the highest dose activity change, positive = activation, hits mostly activators; 330,000 tested, 1.3% active; HEK293T ELG1-luciferase reporter, luminescence, 16 h; also: % of control where 0% means no effect; nearly all actives have a fitted effect of over 60% in size
#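 Cells (2,000/well) expressing the ELG1-luciferase fusion are dosed by pin tool and kept 16 hr at 37 °C, 5% CO2. Signal comes from ONE-Glo luciferase reagent after 30 min at room temperature.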
# p53 reactivation = re-activators of mutant p53; 320,000 tested, 0.063% active; Potency, µM (highest dose often 92.2 µM), inactives show top-dose activity change, positive = activation, actives largely listed as activators; H1299 p53-A138V BP100-luciferase reporter, luminescence, 24 h; also: % of control where 0% means no effect; nearly all actives have a fitted effect of over 45% in size
#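 p53-null H1299 cells stably carrying temperature-sensitive p53-A138V and a BP100-luciferase reporter were pinned with compounds (4-point, 1:5 series) and held 24 hrs at 37 deg C. Luminescence was read 10 min after detection reagent.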
# MBNL1-CUG inh = inhibitors of human MBNL1 binding to CUG repeat RNA; Q9NR56; TR-FRET MBNL1-His/biotin-(CUG)12 binding, 665/545 ratio; Potency, µM (top dose mostly 57.5 µM), for the others: at the highest dose activity change, negative = inhibition, most hits filed as inhibitors; 280,000 tested, 0.036% active; active = well fitted inhibition curve with a large enough effect in the signal ratio, with a control signal flat, not every such curve was filed as active; inconclusive = small, poorly fitted or top-dose-only effect, or effect the other way, or a change in a side signal; inactive = no such curve, though single readings can be large or run the other way; the % refers to the signal ratio; also: % is scaled to controls: 0 for no effect and ±100 for the full control effect
# Target sequence (Q9NR56 whole entry, looked up): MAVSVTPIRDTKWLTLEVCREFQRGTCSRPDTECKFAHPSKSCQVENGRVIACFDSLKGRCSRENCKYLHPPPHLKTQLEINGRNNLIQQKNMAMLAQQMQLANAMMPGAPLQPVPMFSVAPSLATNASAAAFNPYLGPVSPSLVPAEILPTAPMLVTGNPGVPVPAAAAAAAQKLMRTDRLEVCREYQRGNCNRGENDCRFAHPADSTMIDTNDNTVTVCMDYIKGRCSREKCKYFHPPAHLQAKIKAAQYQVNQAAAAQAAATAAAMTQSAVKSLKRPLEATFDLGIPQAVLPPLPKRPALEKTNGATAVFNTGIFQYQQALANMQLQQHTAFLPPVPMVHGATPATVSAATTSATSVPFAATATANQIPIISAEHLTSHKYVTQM
#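 Compounds (final 92 nM to 58 uM) are added to His-tagged MBNL1 and biotin-(CUG)12, then terbium anti-His antibody and streptavidin-XL665 (5 nM final). After 60 min at room temperature, the 665/545 nm ratio is read.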
# Rab9 prom act = activates the Rab9 promoter; Huh7 Rab9 promoter-luciferase reporter, luminescence, 24 h; Potency, µM (doses to about 9.22 µM), for the others: top-dose activation, negative = inhibition, actives largely listed as activators; 320,000 tested, 2.8% active; also: % of control where 0% means no effect; nearly all actives have a fitted effect of over 60% in size
#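 Promoter activation is measured as luciferase luminescence in Huh7 cells stably transfected with a Rab9 promoter–luciferase construct, following 24 h compound exposure at 37 °C and 10 min reagent incubation at ambient temperature.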
# FLuc modulator = firefly luciferase modulation, counter-screen for miR-21 project; P08659; purified FLuc, Km substrates, luminescence inhibition; Potency, µM (highest dose often 57.5 µM), without a hit: at the highest dose activity change, negative = inhibition, hits mostly inhibitors; 360,000 tested, 6.9% active; AID 588342;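 also: plate controls were vehicle for no effect and reference inhibitor for full effect; nearly all actives have a fitted effect of over 55% in size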
#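 Purified P. pyralis luciferase, 10 nM final, with Km-level 10 uM D-luciferin and 10 uM ATP in 50 mM Tris acetate pH 7.5, 10 mM Mg acetate, 0.01% Tween-20, 0.05% BSA; 6-point qHTS titration about 60 µM downward; luminescence read.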
# NPC1 prom act = NPC1 promoter activation. Potency, µM (top dose mostly 9.22 µM), for the others: at the highest dose activation, most hits filed as activators. 320,000 tested, 2.4% active. Huh7 NPC1 promoter luciferase reporter, 24 h;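 also: % of control where 0% means no effect; nearly all actives have a fitted effect of over 60% in size; reporter is driven by a mutant NPC1 promoter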
#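 Luminescence from an NPC1 promoter-driven luciferase reporter in stably transfected Huh7 cells was measured after 24 h compound treatment at 37 °C, followed by 10 min ambient incubation with luciferase detection reagent.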
# RORg inh = ROR gamma (mouse) transcription inhibition; P51450; Drosophila S2 Gal4-RORgamma UAS-luciferase reporter, 20 h; Potency, µM (top dose mostly 53.6 µM), inactives show at the top dose activity change, negative = inhibition, most hits filed as inhibitors; 310,000 tested, 5.4% active; also: % is scaled to controls: 0 for no effect and ±100 for the full control effect; nearly all actives have a fitted effect of over 60% in size
# Target sequence (P51450 whole entry, looked up, the tested form may be a part): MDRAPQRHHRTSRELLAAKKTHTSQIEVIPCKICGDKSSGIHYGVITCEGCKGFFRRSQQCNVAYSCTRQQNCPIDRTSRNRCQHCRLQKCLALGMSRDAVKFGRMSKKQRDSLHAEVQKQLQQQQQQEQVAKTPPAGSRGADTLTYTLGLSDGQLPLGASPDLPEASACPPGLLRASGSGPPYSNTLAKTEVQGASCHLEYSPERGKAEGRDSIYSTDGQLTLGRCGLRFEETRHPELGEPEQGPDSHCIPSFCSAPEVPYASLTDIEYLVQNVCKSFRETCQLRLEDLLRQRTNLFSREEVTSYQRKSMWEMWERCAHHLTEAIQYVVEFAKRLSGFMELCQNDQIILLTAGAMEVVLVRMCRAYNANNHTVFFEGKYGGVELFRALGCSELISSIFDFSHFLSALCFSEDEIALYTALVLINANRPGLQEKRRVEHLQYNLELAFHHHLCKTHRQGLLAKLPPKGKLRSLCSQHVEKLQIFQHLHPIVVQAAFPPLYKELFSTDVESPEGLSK
#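 Stable Schneider cell line, Gal4 DNA-binding domain fused to ROR gamma, UAS-luciferase. Cmpd 1 hr RT → CuSO4 700 uM final → 20 hr RT → luciferase reagent 10 min → luminescence.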
# CXXC DNA block = blocks binding of human MLL CXXC domain to DNA; MLL-CXXC / FITC-HOXA9 DNA fluorescence polarization; 290,000 tested, 0.037% active; Q03164; Potency, µM (titrated, usually from 115 µM), inactives show at the highest dose activity change, negative = inhibition, usual class: inhibitors; active = well fitted inhibition curve with a large enough effect in the polarisation, with a control signal flat, not every such curve was filed as active; inconclusive = small, poorly fitted or top-dose-only effect, or effect the other way, or a change in a side signal; inactive = no such curve, though single readings can be large or run the other way; the % refers to the polarisation
#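 Purified MLL-CXXC (added from a 7 uM solution) was preincubated 5 min at ambient with pinned compounds in 50 mM Tris-HCl pH 7.5, 50 mM NaCl, 1 mM DTT, 0.05% BSA. Fluorescein-labeled HOX-A9 DNA (50 nM solution) followed, 30 min, then polarization read.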
# uPA surface inh = blocks generation of uPA at the cell surface | Potency, µM (doses to about 38.3 µM), inactives show top-dose activity change, negative = inhibition, actives largely listed as inhibitors | 330,000 tested, 0.31% active | cell surface uPA generation assay, qHTS | AID 540303; active = well fitted inhibition curve with a large enough effect; inconclusive = small, poorly fitted or top-dose-only effect; inactive = no such curve, though single readings can be large or run the other way; tested in mouse RAW 264.7 cells; also: % is scaled to controls: 0 for no effect and ±100 for the full control effect; nearly all actives have a fitted effect of over 55% in size
# VP16 counter = inhibits Gal4-VP16 luciferase reporter, ROR gamma counter-screen; Drosophila S2 Gal4-VP16 UAS-luciferase, luminescence, 20 h; Potency, µM (top dose mostly 53.6 µM), for inactives: at the top dose activity, negative = inhibition, most hits filed as inhibitors; 310,000 tested, 3.5% active; AID 2546;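 also: Gal4-VP16 expression switched on by copper sulfate through the metallothionein promoter; % is scaled to controls: 0 for no effect and ±100 for the full control effect; nearly all actives have a fitted effect of over 50% in size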
# BRCA1 expr act = BRCA1 expression activation. Potency, µM (doses to about 46.1 µM), for the others: at the top dose activation, actives largely listed as activators. AID 624202. 380,000 tested, 1.1% active. MCF7-BRCA1-FFLuc reporter, luminescence, 48 h; response scale: scaled: vehicle 0%, 10 µM genistein 100%; also: nearly all actives have a fitted effect of over 80% in size; some results filed as inactive show a strong effect at the top dose
#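 MCF7-BRCA1-FFLuc cells, 2000/well in phenol-red-free MEM, attached 2 h then treated 48 h at 37 C. Luciferase luminescence read 15 min after reagent; normalized to genistein maximum activation (10microM) and DMSO, concentration-response fitted.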
# The depositor's hits bear a star; ? = inconclusive; / = no result given; & = joins results of further samples; [ ] = dose if it differs, or a comment. Unless noted, calls follow the shape of the dose curve; as a rule, active = well fitted curve in the direction sought with a large enough effect; inconclusive = small, poorly fitted or top-dose-only effect, or another doubt; inactive = no such curve, though single readings can be large; an effect the other way counts as inactive or inconclusive. Potency is read from the fitted curve at half-maximal effect. Only part of the results is shown; rates above refer to the full screens.
1) CC(O)CNCCOc1ccccc1-c1ccccc1 (configuration not stated)
2) CCOC(=O)C1=C(N)OC2=C(C(=O)CCC2)C1c1ccc(C)s1 (configuration not stated)
3) c1cc2c(cc1C1=Nn3c(nnc3C3CCCCC3)SC1)OCO2
4) CCc1nnc(SCC(=O)Nc2ccccc2Cl)nc1CC
5) O=C(NC1=NCCS1)c1cccc(OC(F)F)c1
6) O=C(O)c1cc(S(=O)(=O)N2CCCCC2)ccc1N1CCCCC1
7) COc1cc2ccccc2cc1C(=O)Nc1ccc(S(=O)(=O)Nc2cc(C)on2)cc1
8) Cc1sc2ncnc(Sc3nnc4sc5ccccc5n34)c2c1C

compound no.,1,2,3,4,5,6,7,8
ELG1 genotox,-8%,4%,-2%,-7%,5.8µM*,0%,0%,0%
p53 reactivation,15%,27%,-1%,-2%,-1%,1%,-2%,-4%
MBNL1-CUG inh,-7%,16%,-4%,2%,-4%,/,4%,/
Rab9 prom act,-3%,-1%,-3%,-9%,1.3µM*,2%,-3%,-5%
FLuc modulator,-3%,-1%[2.3 µM],1%,7%&3%,12µM*,1%,-16%,-1%
NPC1 prom act,-4%,-1%,-5%,-4%,2.2µM*,1%,-1%,0%
RORg inh,11%,-7%,2%,0%,11µM*,/,?,?
CXXC DNA block,15%,-7%,-1%,3%,-2%,/,7%,-14%
uPA surface inh,13%,-19%,-10%,-3%,?,7%,/,/
VP16 counter,-19%,?,-4%,-2%,-29%,/,-6%,10%
BRCA1 expr act,-9%,5%,0%[1.84 µM],-5%,2.8µM*,4%,0%,/

# Profiles, looked up by structure. Order of screens: ELG1 genotox, p53 reactivation, MBNL1-CUG inh, Rab9 prom act, FLuc modulator, NPC1 prom act, RORg inh, CXXC DNA block, uPA surface inh, VP16 counter, BRCA1 expr act
# c1cc2c(cc1C1=Nn3c(nnc3C3CCCCC3)SC1)OCO2 across the screens: -2%, -1%, -4%, -3%, 1%, -5%, 2%, -1%, -10%, -4%, 0%[1.84 µM]
# Cc1sc2ncnc(Sc3nnc4sc5ccccc5n34)c2c1C across the screens: 0%, -4%, /, -5%, -1%, 0%, ?, -14%, /, 10%, /
# CC(O)CNCCOc1ccccc1-c1ccccc1 (configuration not stated) across the screens: -8%, 15%, -7%, -3%, -3%, -4%, 11%, 15%, 13%, -19%, -9%

# Next part.
9) O=C(Nc1scc(-c2ccccc2)c1C(=O)O)c1ccc(F)cc1
10) COc1ccc(C(C)=O)cc1CN1C(=O)NC2(CCCCC2)C1=O
11) CC(C)Nc1ccc(C(CC(N)=O)NC(=O)Cc2cccc3ccccc23)cc1[N+](=O)[O-] (configuration not stated)
12) COc1cc(OC)cc(C(=O)N(CCCN2C(=O)c3cccc4cccc(c34)C2=O)c2cccc(OC)c2)c1
13) COc1ccc(Br)cc1[C@H]1[C@@H]2C=CCC[C@@]2(C)C(=O)N1Cc1ccccc1
14) CCOC(=O)C1(Cc2ccccc2)CCN(Cc2nccn2CC)CC1
15) COc1cccc(C(=O)c2cc3cc(Cl)ccc3[nH]2)c1
16) COc1c(N)c2ccccc2[nH]c1=O

compound no.,9,10,11,12,13,14,15,16
ELG1 genotox,5%,1%,10%,0%,-12%,-1%,?,?
p53 reactivation,?,1%,-1%,-5%,-1%,0%,/,-4%
MBNL1-CUG inh,-19%,-4%,-5%,33%[activator],0%,2%,23%,-1%
Rab9 prom act,?,-2%,-7%,-2%,-13%,1%,?,-2%
FLuc modulator,12µM*,-1%,1%,4%,1%,3%,?,3%
NPC1 prom act,29%,0%,3%,-9%,0%,-3%,?,-6%
RORg inh,7%,14%,10%,-22%,20%,7.9µM*,-3%,7%[0.365 µM]
CXXC DNA block,-27%,11%,3%,-1%,0%,7%,6%,1%
uPA surface inh,?,2%,-7%,4%,0%,-1%,-5%,-2%
VP16 counter,2%,0%,-10%,1%,-9%,?,1%,/
BRCA1 expr act,?,-13%,4%,-31%,-19%,-7%,77%,-19%

17) Cc1ccc(C)n1Cc1ccc(C(=O)O)cc1
18) Cc1ccc(N(C(=O)c2ccccc2Cl)C2=NC(C)CS2)c(C)c1 (configuration not stated)
19) CC(c1ccco1)N(C(=O)c1ccc(S(=O)(=O)N2CCCCC2)cc1)c1ccccn1 (configuration not stated)
20) O=C(CN1CCCCCC1)N/N=C/c1ccc(Cl)c(Cl)c1
21) CCOC(=O)Cc1csc(SC(C)C(=O)NC2CCCCC2C)n1 (configuration not stated)
22) COc1ccccc1NS(=O)(=O)c1cc(C(=O)NCCN2CCOCC2)ccc1Cl
23) Cc1cccc(NC(=O)CNC(=O)c2cn(Cc3ccccc3)nc2-c2cccnc2)c1C
24) COC(=O)CN(c1ccc(C(C)C)cc1)S(=O)(=O)c1c(C)[nH]c(=O)[nH]c1=O

compound no.,17,18,19,20,21,22,23,24
ELG1 genotox,0%,-1%,4%,4%,-1%,-3%,1%,1%
p53 reactivation,-4%,-3%,16%,6%,-4%,-5%,2%,-5%
MBNL1-CUG inh,16%,1%,1%,4%,/,-9%,/,1%
Rab9 prom act,-2%,9%,-3%,0%,-5%,8%,1%,-3%
FLuc modulator,1%,-9%,5%,-6%,-1%,1%,2%,0%
NPC1 prom act,-2%,1%,-2%,1%,-7%,0%,0%,1%
RORg inh,-2%,-2%,-28%[0.365 µM],-29%,/,1%,/,-11%
CXXC DNA block,-14%,12%,6%,0%,/,-4%,/,2%
uPA surface inh,/,?,-5%,-2%,8%,0%,-4%,3%
VP16 counter,16%,9%,/,2%,/,2%,/,-10%
BRCA1 expr act,-3%,-26%,-22%,-1%,-8%,3%,12%,-6%

25) CC(=O)NC12CC3CC(C1)CC(C(=O)N1CCN(S(=O)(=O)c4ccc(C(C)C)cc4)CC1)(C3)C2
26) CC1(C)C(C=C(Cl)Cl)C1C(=O)N1CCN(c2ccccc2)CC1 (configuration not stated)
27) Cc1ccc(S(=O)(=O)NNC(=O)c2cc(C)cs2)cc1
28) COc1ccc(Cc2nnc(SCC(=O)NC3CCCC3)o2)cc1
29) CCCCn1c(N)c(N(CC(C)C)C(=O)CSCC(=O)Nc2ccc(OC)cc2)c(=O)[nH]c1=O
30) Cc1nc(N2CCN(C)CC2)c2cc(-c3ccccc3)sc2n1
31) Cc1cc(C)n(CC(O)CN(c2cccc([N+](=O)[O-])c2)S(=O)(=O)c2ccccc2)n1 (configuration not stated)
32) Cc1ccc(S(=O)(=O)CCC#N)cc1

compound no.,25,26,27,28,29,30,31,32
ELG1 genotox,1%,11%,0%,-3%,-2%,0%,2%,-4%
p53 reactivation,10%,4%,-3%,4%,2%,5%,5%,0%
MBNL1-CUG inh,/,-2%,-10%,5%,/,16%,2%,-6%
Rab9 prom act,-1%,?,-6%,0%,-4%,-6%,2%,0%
FLuc modulator,3%,0%,-6%,-3%,-2%,?,-1%,-2%
NPC1 prom act,2%,1%,-6%,3%,0%,-1%,2%,8%
RORg inh,/,-10%,7%,45%,/,14%,4%,19%
CXXC DNA block,/,-3%,-3%,1%,/,-6%,6%,-9%
uPA surface inh,7%,-9%,11%,2%,-2%,2%,1%,0%
VP16 counter,/,-1%,7%,?,/,-4%,14%,-6%
BRCA1 expr act,-12%,-39%,-7%,5%,-1%,37%,-7%,-4%

33) CCn1c(CNC(=O)c2ccc(OC)cc2)nnc1SCC(=O)c1ccccc1
34) CC(C)(Oc1ccc(Cl)cc1)C(=O)NCC(c1ccco1)N1CCCCC1 (configuration not stated)
35) CCc1ccc(NC(=O)CN2CCC(C(=O)c3ccc(OC)cc3)CC2)cc1
36) CCn1c(CSc2nccn2C)nc2cc(C(=O)O)ccc21
37) COc1ccc(NC(=O)CSc2nc3[nH]ncc3c(=O)[nH]2)c(OC)c1
38) Cc1nonc1OCCNCCNc1ccc([N+](=O)[O-])cc1Cl

compound no.,33,34,35,36,37,38
ELG1 genotox,0%,-8%,-7%,0%,-12%,-6%
p53 reactivation,13%,9%,-2%,-9%,1%,-6%
MBNL1-CUG inh,-3%,/,2%,?,/,?
Rab9 prom act,-5%,1%,-3%,13%,-3%,2%
FLuc modulator,-7%,-1%,-1%,-10%,-2%,-1%
NPC1 prom act,10%,-3%,-2%,13%,0%,-1%
RORg inh,0%,/,0%,-3%[10 µM],/,-4%
CXXC DNA block,4%,/,-7%,?,/,2%
uPA surface inh,-2%,5%,-1%,-2%,16%,-3%
VP16 counter,-9%[0.365 µM],/,1%,-11%,/,-2%
BRCA1 expr act,21%,-16%,-14%,0%,-3%,3%
